DUSP3 inh – VHR1 (DUSP3) phosphatase inhibition | recombinant VHR phosphatase, colorimetric substrate read-out | inhibition, % at 20 µM | 50,000 compounds, 0.7% hits; in the data active means inhibition above about 60%; further: some results filed as inactive read as strong as hits
Target sequence (P51452 whole entry, looked up): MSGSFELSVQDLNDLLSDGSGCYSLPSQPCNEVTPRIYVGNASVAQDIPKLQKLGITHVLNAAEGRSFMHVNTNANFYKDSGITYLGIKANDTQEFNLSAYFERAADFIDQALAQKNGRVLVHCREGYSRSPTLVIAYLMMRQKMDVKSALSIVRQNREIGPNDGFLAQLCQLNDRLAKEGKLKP
* = called active by the depositor.

Start of the listing, in advance:
cpd	SMILES	DUSP3 inh
1	CC1(C)CC(=O)C(=Cc2cn(-c3ccccc3)nc2-c2cccs2)C(=O)C1	-28
2	CCOC(=O)C1=C(O)/C(=C/c2ccc(OCC)cc2)SC1=Nc1ccc([N+](=O)[O-])cc1	8
3	C#CCOc1ccc(/C=C2\C(=O)NC(=O)N(c3cc(C)cc(C)c3)C2=O)cc1OCC	52

Results (from the top)
cpd	SMILES	DUSP3 inh
1	CC1(C)CC(=O)C(=Cc2cn(-c3ccccc3)nc2-c2cccs2)C(=O)C1	-28
2	CCOC(=O)C1=C(O)/C(=C/c2ccc(OCC)cc2)SC1=Nc1ccc([N+](=O)[O-])cc1	8
3	C#CCOc1ccc(/C=C2\C(=O)NC(=O)N(c3cc(C)cc(C)c3)C2=O)cc1OCC	52
4	NC(=O)c1ccccc1NS(=O)(=O)c1ccc(F)cc1	-24
5	NC(=O)c1c(NC(=O)c2ccccc2F)sc2c1CCCCCC2	32
6	CN1CCCC1=NC(=S)CN1CCCC1=S	31
7	C=COCCn1c2ccccc2c2cc(Br)ccc21	-6
8	O=C(Nc1nnc(-c2ccco2)s1)c1cccc2ccccc12	-20
9	Cc1ccc(C=C2C(=O)NC(=S)N(c3ccccc3Cl)C2=O)o1	-5
10	CCOC(=O)C(CC)Oc1ccc2c(C)c(CC)c(=O)oc2c1C (centres undefined)	17
11	CC(=O)Nc1ccc(-c2nc(-c3ccc4c(c3)C(=O)c3cc([N+](=O)[O-])ccc3-4)c(-c3ccccc3)[nH]2)cc1	-4
12	Cc1ccc(C(=O)Nc2ccccc2)cc1	-2
13	CC(C)(C)c1ccc(CSc2nnnn2-c2ccccc2)cc1	28
14	COc1ccc(/C=N/N=C2/SC(CC(=O)O)C(=O)N2c2ccc(O)cc2)cc1 (centres undefined)	-4
15	CC(C)c1nnc(NC(=O)c2ccccc2)s1	4
16	CC(=O)N(C1=C(N2CCCC2)C(=O)c2ccccc2C1=O)C1CCCCC1	6
17	Cc1cc(F)ccc1NCc1cccnc1	-37
18	COc1cc(/C=C2/SC(=S)N(C)C2=O)cc([N+](=O)[O-])c1O	0
19	Brc1ccc(OCCCCCN2CCCCC2)cc1	-20
20	Nc1ccccc1C(=O)N=Nc1c(O)[nH]c2ccccc12	-5
21	Cc1ccc(-c2nn(-c3ccccc3)cc2C=C2C(=O)CC(C)(C)CC2=O)cc1	-8
22	CCC(=O)N1CCN(c2cc(N3CCC(C)CC3)c(F)cc2[N+](=O)[O-])CC1	13
23	Cc1ccc(NC(=O)COC(=O)c2ccnn2C)cc1	-15
24	CNC(=O)C(=O)NCCN1CCN(C(=O)c2cccc([N+](=O)[O-])c2)CC1	-8
25	CCOC(=O)N1CCN(C(=S)Nc2ccc3nccnc3c2)CC1	10
26	CC(=O)c1ccc(NC(=O)c2ccc(N(Cc3ccccc3)S(C)(=O)=O)cc2)cc1	-48
27	COCCNC(=O)Cc1ccc(OC)c(OC)c1	4
28	O=C(CSCC(=O)N1CCOCC1)Nc1ccccc1	30
29	CS(=O)(=O)N(CC(=O)Nc1ccccc1Cl)c1ccc(Br)cc1	-2
30	COC(=O)/C(=C\C(=O)c1ccc(Cl)cc1)Nc1ccccc1	-17

New compounds follow.
cpd	SMILES	DUSP3 inh
31	CCN(CC)c1ccc(Nc2nc(-c3sc(N)nc3C)cs2)cc1	101*
32	COc1ccc(CN2CCN(C3CCC(C)CC3)CC2)c(OC)c1OC (centres undefined)	12
33	CC(C)(C)c1ccc(/C=C/C(=O)NCc2ccccc2)cc1	-11
34	CCOC(=O)C1=C(C)NC(=S)NC1c1cc(OC)c(OC)c(OC)c1 (centres undefined)	-26
35	CC(=O)Oc1cccc(NC(=O)c2cccc(C(=O)Nc3cccc(OC(C)=O)c3)c2)c1	-14
36	COc1ccc(C(=O)N2CCN(C(=O)c3ccc(-c4ccccc4)cc3)CC2)cc1OC	87
37	CC1CCN(S(=O)(=O)c2cc(Cl)ccc2Cl)CC1	21
38	CCc1c(C)sc(NC(=O)c2ccc(Cl)cc2)c1C(N)=O	-6
39	COC(=O)C1=C(C)N=C2SCCC(=O)N2C1c1cccs1 (centres undefined)	-5
40	COc1ccc([N+](=O)[O-])cc1NC(=O)Cc1ccc(Cl)cc1	-1
41	O=C(O)CCCCCN1C(=O)C(O)=C(C(=O)/C=C/c2ccccc2)C1c1ccc2c(c1)OCO2 (centres undefined)	-13
42	O=c1/c(=C/c2ccc([N+](=O)[O-])cc2)sc2nc3ccccc3n12	-14
43	COc1ccccc1N=Cc1c(O)n(-c2ccc(F)cc2)c(=O)[nH]c1=O	7
44	CCN1C(=O)/C(=C\c2cccc(OCc3cccc4ccccc34)c2)SC1=S	20
45	CCCc1nc2ccccc2n1CC(O)COc1ccc(C)cc1 (centres undefined)	9
46	Cc1ccc(-c2csc(-c3cc4ccccc4oc3=O)n2)cc1	3
47	Cc1ccc(S(=O)(=O)Nc2cc(Sc3nc4ccccc4s3)c(O)c3ccccc23)cc1	43
48	Cc1nnc(NC(=O)c2cc(-c3cccs3)nc3ccccc23)s1	-19
49	COc1ccccc1/C=C/c1nc(O)c([N+](=O)[O-])c(=O)[nH]1	-17
50	COC(=O)c1ccc(/C=C2\SC(=S)N(NC(=O)Cc3ccccc3)C2=O)cc1	23
51	C=CCNC(=S)Nc1nc(C)c(C)s1	-19
52	Cc1ccc2nc(NC(=O)c3c(-c4ccccc4)noc3C)sc2c1	-1
53	COc1ccc(C2OCC3C(C)C=C(C)C2C3C)cc1 (centres undefined)	-16
54	O=C(CCCO)c1ccc2c(c1)OCCO2	4
55	CC(=O)Nc1ccc2oc(-c3cccc(Cl)c3)nc2c1	-6
56	Cn1cccc1CNCCc1ccc2c(c1)OCO2	102
57	CCOC(=O)c1ccc(NC(=O)CN(c2cccc(Cl)c2)S(=O)(=O)c2ccccc2)cc1	8
58	COc1cccc(CN2CCN(C3CCN(Cc4ccccc4)CC3)CC2)c1OC	18
59	COc1ccccc1NC(NC(=O)c1ccco1)C(=O)c1ccccc1 (centres undefined)	-12
60	CC(C)COc1ccc(C(=O)Nc2ccc(Cl)cc2Cl)cc1	-20

Given field by field: entries from further up
(53) COc1ccc(C2OCC3C(C)C=C(C)C2C3C)cc1 (centres undefined)
  DUSP3 inh: -16
(54) O=C(CCCO)c1ccc2c(c1)OCCO2
  DUSP3 inh: 4
(55) CC(=O)Nc1ccc2oc(-c3cccc(Cl)c3)nc2c1
  DUSP3 inh: -6
(56) Cn1cccc1CNCCc1ccc2c(c1)OCO2
  DUSP3 inh: 102

Along the list, as entered above:
Entries 46–56 in DUSP3 inh, in turn: 3, 43, -19, -17, 23, -19, -1, -16, 4, -6, 102

(more compounds)
cpd	SMILES	DUSP3 inh
61	Fc1ccc(NC(=S)NCCC(c2ccccc2)c2ccccc2)cc1	6
62	Cc1ccc(C(=O)O)cc1N1C(=O)c2ccc(S(=O)(=O)c3ccc(C(=O)O)cc3)cc2C1=O	12
63	O=c1oc2ccccc2c(O)c1C(c1cccc(F)c1)c1c(O)c2ccccc2oc1=O	-18
64	Cc1ccnc(NC(=O)c2cc(-c3ccc(Cl)s3)nc3ccccc23)c1	105
65	Cc1ccsc1/C=C(/C#N)c1nc(-c2ccc(Br)cc2)cs1	-20
66	CC(=O)NCCOc1ccc2oc3ccccc3c2c1	-7
67	C1=NC(c2ccccc2)C(c2ccccc2)=NN1 (centres undefined)	6
68	O=C(/C=C/c1cccc([N+](=O)[O-])c1)Nc1cccc(-c2nc3ccccc3s2)c1	-7
69	COc1ccc(NC(=O)Cc2ccc(Cl)cc2)cc1OC	0
70	CC(C)CC(=O)N1CCN(Cc2cccc(F)c2)CC1	-7
71	Cc1ccc(-c2nc3ccccc3c(=O)n2-c2nccs2)cc1	-14
72	CCOC(=O)C1=C(c2ccccc2)S/C(=C2/C(=S)C(C)(C)N(C(C)=O)c3ccc(OC)cc32)S1	0
73	CC(=O)Nc1ccc(OC/C=C(\C)Cl)cc1	-19
74	CCC1=NN(C(=O)c2cccnc2)C(O)(c2ccncc2)C1 (centres undefined)	1
75	COc1ccccc1OCCCN1CCOCC1	-10
76	CCC(CC)C(=O)NC1CCCCCC1	-32
77	CCN(CC)CCc1c(C)[nH]c(C(=O)OCc2ccccc2)c1C	14
78	O=C(N/C(=C\c1ccc(-c2ccc(Cl)cc2)o1)C(=O)N1CCOCC1)c1ccccc1	-27
79	Cc1ccc(C(=O)CCNc2ccc(C)c(Cl)c2)o1	-17
80	O=C(c1ccccc1Cl)N1CCc2ccccc21	-1
81	CC1=NN(C(=O)c2ccccc2Cl)C(O)(c2ccc(Cl)cc2)C1 (centres undefined)	3
82	O=C(CSc1nc2ccccc2[nH]1)Nc1ccccc1F	-35
83	CC(=O)N1CCc2ccccc2C1CN1C(=O)c2ccccc2C1=O (centres undefined)	-8
84	COC(=O)C1=C(C)N=C2SCCC(=O)N2C1c1ccc(C(C)(C)C)cc1 (centres undefined)	-6
85	COc1cc(/C=C/c2cc(C(F)(F)F)[nH]c(=O)n2)cc(OC)c1OC	-10
86	COc1c(O)ccc(/C=N/NC(=O)C(O)c2ccccc2)c1[N+](=O)[O-] (centres undefined)	-8
87	CC1CC(N(C(=O)c2cccs2)c2ccccc2)c2ccccc2N1 (centres undefined)	-9
88	O=S(=O)(NC1c2ccccc2Oc2ccccc21)c1ccc(Cl)cc1	-16
89	CCN(CC)c1ccc(NC(=O)c2ccc(OC)c([N+](=O)[O-])c2)cc1	0
90	CCOC(=O)COc1ccccc1/C=N/NC(=O)COc1cccc(Br)c1	-18

Additional results follow:
cpd	SMILES	DUSP3 inh
91	O=C(COc1ccc(Cl)cc1Br)N/N=C/c1cccc(OC(=O)c2ccco2)c1	-39
92	O=C1c2ccc(Oc3ccc([N+](=O)[O-])cc3)cc2C(=O)N1CCO	-4
93	CC(=O)OCCCN1C(=O)c2ccc(S(=O)(=O)c3ccc4c(c3)C(=O)N(CCCOC(C)=O)C4=O)cc2C1=O	0
94	O=C(Nc1ccccc1C(=O)N/N=C/c1ccco1)c1ccccc1	-4
95	COc1ccc(OCCCCN2CCC(C)CC2)cc1	4
96	CC(=O)CCc1oc2ccc(C)cc2c1Cc1ccccc1	9
97	CC1(C)CC(=O)C2=C(C1)Nc1ccccc1N(C(=O)C(F)(F)F)C2c1ccc(-c2ccc(Br)cc2)o1 (centres undefined)	-43
98	O=C(Nc1ccc(F)cc1)Nc1ccc(I)cc1	2
99	Cc1ccc(NC(=O)c2c(NC(=O)C(F)(F)F)sc3c2CCC3)c(C)c1	-1
100	O=C1C(Cl)=C(Nc2ccccc2)C(=O)N1c1cccc(Cl)c1Cl	-35
101	CN(C)c1ccc(/C=C(/c2ccccc2)c2nc3ccccc3[nH]2)cc1	10
102	Cc1ccc(OCCOc2ccccc2C=O)cc1	-12
103	COc1ccc(C2CC(=O)C3=C(C2)Nc2ccccc2NC3c2ccc(F)c(F)c2)cc1 (centres undefined)	-8
104	O=C(Nc1c(Cl)cccc1Cl)c1ccc(F)cc1	2
105	O=C1CCC(=O)N1CNc1ccc(Oc2ccccc2)cc1	-24
106	O=C(/C=C/c1ccc([N+](=O)[O-])cc1)c1ccc(I)cc1	-50
107	COc1c(Cl)ccc(Cl)c1C(=O)Nc1ccc(C)cc1	-3
108	CC(Oc1ccccc1)C(=O)NC(c1ccccc1)c1ccccc1 (centres undefined)	-2
109	CC(=O)Nc1ccc(OC(=O)c2cccc([N+](=O)[O-])c2)cc1	-41
110	CCCC(=O)Nc1ccc(NC(=O)COc2ccccc2C)cc1	-14
111	O=C(CSc1nc2ccccc2o1)Nc1ccccc1Br	-3
112	Cc1ccccc1C(=O)Nc1cccc(C(=O)Nc2ccccc2Cl)c1	-3
113	Cc1ccc(/C=C2\SC(=N)N(c3ccc(F)cc3)C2=O)cc1	0
114	Cc1cc(NC(=O)c2sc3cc(F)ccc3c2Cl)no1	-2
115	Cc1ccc(S(=O)(=O)/N=C(/Nc2ccc(C)c(Cl)c2)Nc2nc(C)cc(C)n2)cc1	-12
116	COC(=O)c1c(NC(=O)c2ccc(OCC(C)C)cc2)sc2c1CCC2	7
117	CCOC(=O)C1=C(C)NC2=C(C(=O)CCC2)C1c1ccc(Br)s1 (centres undefined)	4
118	COc1cccc(NCCC(=O)c2cccc([N+](=O)[O-])c2)c1	5
119	O=C(CNC(=O)c1ccc(Br)cc1)c1ccc(Cl)cc1	-25
120	Cc1c(OCC(=O)OC(C)C)ccc2c3c(c(=O)oc12)CCC3	-17

Next section:
cpd	SMILES	DUSP3 inh
121	CCOC(=O)c1c(NC(=O)C2C3C=CC(C3)C2C(=O)O)sc2c1CCC2 (centres undefined)	7
122	Cc1ccc(NC(=O)COc2ccccc2)c([N+](=O)[O-])c1	-36
123	O=C(Nc1cccc([N+](=O)[O-])c1)c1ccc(-c2ccc(Cl)cc2)o1	-6
124	O=C1NC(=S)N(c2ccc(Br)cc2)C(=O)/C1=C/C=C/c1ccccc1	24
125	O=C1NN(c2ccccc2)C(=O)/C1=C\c1ccccc1O	9
126	O=C1NC(=S)S/C1=C\c1cccc(OS(=O)(=O)c2cccc([N+](=O)[O-])c2)c1	-7
127	Cc1cccn2c(=O)c(/C=C3\SC(=S)N(C(C)c4ccccc4)C3=O)c(NCCCn3ccnc3)nc12 (centres undefined)	-26
128	COc1ccc(C2/C(=C(/O)c3ccc(Cl)cc3)C(=O)C(=O)N2c2nccs2)cc1OC (centres undefined)	33
129	COc1ccc(Br)cc1-c1nc2nnc(C)n2[nH]1	-27
130	c1ccc2oc(SCCCCSc3nc4ccccc4o3)nc2c1	-47
131	O=C(N/N=C/c1ccc(-c2ccccc2[N+](=O)[O-])o1)c1ccc2ccccc2c1O	-5
132	CCC(C)C(NC(=S)Nc1ccccc1)C(=O)O (centres undefined)	98*
133	COC(=O)c1ccc(Oc2nc(N(C)C)nc(N(C)C)n2)cc1	54
134	CCN(CC)c1ccc(N2C(=O)/C(=C/c3ccccc3Cl)SC2=S)cc1	12
135	Brc1ccc2[nH]c3c(c2c1)CCCC3n1cccc1 (centres undefined)	18
136	CC1(C)CC(=O)C(C(C2=C(O)CC(C)(C)CC2=O)c2cccs2)C(=O)C1 (centres undefined)	-1
137	O=[N+]([O-])c1ccc(N2CCCC2)c2ncccc12	1

Screening data as filed in PubChem BioAssay.

The list is partial; the hit share may differ from the screen's.
